# MrgX1 agonist: agonists of human MrgX1 receptor | B-score at 10 µM | actives 0.44% (n = 310,000) | AID 588627 | Q96LB2 | MrgX1-HEK293 cells, Fluo-4 calcium fluorescence, agonist mode; active compounds read high;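 active means calcium response B-score plate-corrected fluorescence ratio at least 3 library SD, with starting fluorescence B-score inside 5 SD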
# Target sequence (Q96LB2 whole entry, looked up): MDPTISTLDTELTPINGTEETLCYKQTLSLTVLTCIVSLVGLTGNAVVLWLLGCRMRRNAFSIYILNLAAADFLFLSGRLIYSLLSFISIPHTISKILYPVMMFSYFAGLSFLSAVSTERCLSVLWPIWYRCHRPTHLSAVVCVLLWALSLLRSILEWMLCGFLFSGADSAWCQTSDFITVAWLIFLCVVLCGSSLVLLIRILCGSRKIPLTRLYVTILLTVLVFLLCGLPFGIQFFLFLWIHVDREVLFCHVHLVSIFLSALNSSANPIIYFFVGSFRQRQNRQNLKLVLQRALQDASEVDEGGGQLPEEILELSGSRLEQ
#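 Material – MrgX1-expressing HEK293 cells · Input – 15,000 cells seeded per well · Dosing – compound as first of three additions · Times – overnight seeding, then 1 h dark dye loading · Measured by – kinetic Fluo-4 NW fluorescence of intracellular calcium · Read-out – B-scored fluorescence response ratio · Benchmarks – positive and negative control wells on each plate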
# MrgX1 PAM: human MrgX1 positive allosteric modulation, primary screen; actives 0.63% (n = 310,000); B-score at 10 µM; MrgX1-HEK293, Fluo-4 calcium flux, FDSS; active compounds read high; Q96LB2;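 active means plate-corrected calcium response at least 3 library SD above typical, normal starting fluorescence, not activating the receptor alone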;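 further: compound read alongside a low EC10 to EC30 dose of BAM8-22 agonist; peak minus trough fluorescence over baseline measured at the second addition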
# MrgX1 antag: antagonists of human MrgX1 receptor; Q96LB2; B-score at 10 µM; actives 1.3% (n = 310,000); MRGX1-HEK293 calcium flux, Fluo-4, BAM8-22 antagonism; active compounds read low;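 active means calcium-response B-score plate-corrected more than 3 library SD below zero, starting fluorescence within 5 deviations, no agonist response on first addition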;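 further: peak minus trough fluorescence over baseline after final BAM8-22 challenge near maximal dose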
# AI-2 QS modul: modulates the Vibrio harveyi AI-2 quorum sensing system; Vibrio harveyi JMH597 AI-2 luminescence/OD600 ratio, 9 h; active compounds read low; strain lacks LuxN and CqsS sensors; 0 = neutral-control median; activity change, % at 7.5 µM; actives 0.4% (n = 300,000); in the data active means activity change below about -75%, passing the limit was not always enough;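 further: luminescence divided by OD600 gain over 9 h not by final OD600 alone; inactives centre near 13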
# An asterisk follows results filed as active; i = inactive; / = not tested or not shown. An excerpt; count on the stated rates, not on these rows.
entry	structure	MrgX1 agonist	MrgX1 PAM	MrgX1 antag	AI-2 QS modul
1	COc1ccc(OC)c(C(O)C(C)N)c1 (stereo unspecified)	/	/	/	33
2	Clc1ccc(C(c2ccc(Cl)cc2)n2cc[n+](CC(OCc3ccc(Cl)cc3Cl)c3ccc(Cl)cc3Cl)c2)cc1 (stereo unspecified)	i	i	i	/
3	O=c1[nH]c2ccccc2o1	i	i	i	/
4	O=C(CCS(=O)(=O)c1ccc(Br)cc1)N1CCC2(CC1)OCCO2	i	i	i	/
5	CC(C)c1c(CN(C)C(C)Cc2ccccc2)n(C)n(-c2ccccc2)c1=O (stereo unspecified)	i	i	i	/
6	Clc1ccc(CCC(Cn2ccnc2)Sc2c(Cl)cccc2Cl)cc1 (stereo unspecified)	i	i	i	/
7	CC(C)NP(=O)(NC(C)C)OP(=O)(NC(C)C)NC(C)C	i	i	i	/
8	CCOC(=O)c1c(N)n(Cc2ccco2)c2nc3ccccc3nc12	i	i	i	/
9	CN1CCc2cc3c(cc2[C@H]1[C@@H]1OC(=O)c2c1ccc1c2OCO1)OCO3	i	i	i	/
10	CCCN1CCO[C@@H]2c3cc(O)ccc3OC[C@H]21	i	i	i	/
11	C[N+]1([O-])[C@@H]2CC(OC(=O)[C@H](CO)c3ccccc3)C[C@H]1[C@@H]1O[C@@H]12 (stereo partly specified)	i	i	i	/
12	C=C[C@H]1CN2CC[C@H]1C[C@@H]2[C@@H](O)c1ccnc2ccccc12	i	i	i	/

entry	structure	MrgX1 agonist	MrgX1 PAM	MrgX1 antag	AI-2 QS modul
13	NCCc1ccc(S(=O)(=O)F)cc1	i	i	i	/
14	NCC1(CC(=O)O)CCCCC1	i	i	i	/
15	CC(C)C[C@H](NP(=O)(O)O[C@@H]1O[C@@H](C)[C@H](O)[C@@H](O)[C@H]1O)C(=O)N[C@@H](Cc1c[nH]c2ccccc12)C(=O)O	i	i	i	/
16	Cc1ccc(/C=C2\C(=O)NC(=S)N(c3ccccc3F)C2=O)s1	i	i	i	/
17	COc1cc2c(c(OC)c1OC)-c1ccc(O)c(=O)cc1[C@@H](N)CC2	i	i	i	/
18	NC(=O)c1ccc(OCCC(O)N2CC=C(c3ccc(F)cc3)CC2)cc1 (stereo unspecified)	i	i	i	/
19	CC(N)C(=O)OC(C)(C)Cc1ccc(Cl)cc1 (stereo unspecified)	i	i	i	/
20	OCCOc1ccccc1	i	i	i	/
21	CC1=NCCc2c1[nH]c1cc(O)ccc21	i	i	i	/
22	C/C=C1/C[C@@H](C)[C@](O)(CO)C(=O)OCC2=CCN3CC[C@@H](OC1=O)[C@@H]23	i	i	i	/
23	Nc1ccccc1C(=O)OCCOc1ccccc1	i	i	i	/
24	c1ccc2nc(N3CCNCC3)ccc2c1	i	i	i	/

entry	structure	MrgX1 agonist	MrgX1 PAM	MrgX1 antag	AI-2 QS modul
25	C[C@H]1CCC/C=C/[C@@H]2C[C@H](O)C[C@H]2[C@H](O)/C=C/C(=O)O1	i	i	i	/
26	COc1cc(CCN)ccc1O	i	i	i	/
27	OCCOCCO	i	i	i	/
28	COc1cc(OC)cc(-n2nc(C(=O)N3CCC4(CC3)OCCO4)c3ccccc3c2=O)c1	i	i	i	/
29	COC(=O)C(O)(c1c(C)[nH]c2ccccc12)C(F)(F)F (stereo unspecified)	i	i	i	/
30	N#CC(C#N)=Cc1ccc(-c2ccccc2F)o1	i	i	i	/
31	C[C@H]1C(=O)O[C@@H]2CCN3CC=C(COC(=O)[C@](C)(O)[C@]1(C)O)[C@H]23	i	i	i	/
32	O=C(Cn1c(=S)[nH]c2ccccc2c1=O)N1CCC2(CC1)OCCO2	i	i	i	/
33	CCn1c(O)c(C(=O)CC2NCCc3ccccc32)c(=O)n(CC)c1=S (stereo unspecified)	i	i	i	9
34	O=C1NCCN2CCCC12 (stereo unspecified)	i	i	i	15

# Arranged by molar mass (smallest number first): part of the list above
entry	structure	MrgX1 agonist	MrgX1 PAM	MrgX1 antag	AI-2 QS modul
27	OCCOCCO	i	i	i	/
20	OCCOc1ccccc1	i	i	i	/
34	O=C1NCCN2CCCC12 (stereo unspecified)	i	i	i	15
21	CC1=NCCc2c1[nH]c1cc(O)ccc21	i	i	i	/
24	c1ccc2nc(N3CCNCC3)ccc2c1	i	i	i	/
30	N#CC(C#N)=Cc1ccc(-c2ccccc2F)o1	i	i	i	/
23	Nc1ccccc1C(=O)OCCOc1ccccc1	i	i	i	/
25	C[C@H]1CCC/C=C/[C@@H]2C[C@H](O)C[C@H]2[C@H](O)/C=C/C(=O)O1	i	i	i	/
29	COC(=O)C(O)(c1c(C)[nH]c2ccccc12)C(F)(F)F (stereo unspecified)	i	i	i	/
31	C[C@H]1C(=O)O[C@@H]2CCN3CC=C(COC(=O)[C@](C)(O)[C@]1(C)O)[C@H]23	i	i	i	/
17	COc1cc2c(c(OC)c1OC)-c1ccc(O)c(=O)cc1[C@@H](N)CC2	i	i	i	/
16	Cc1ccc(/C=C2\C(=O)NC(=S)N(c3ccccc3F)C2=O)s1	i	i	i	/
22	C/C=C1/C[C@@H](C)[C@](O)(CO)C(=O)OCC2=CCN3CC[C@@H](OC1=O)[C@@H]23	i	i	i	/
32	O=C(Cn1c(=S)[nH]c2ccccc2c1=O)N1CCC2(CC1)OCCO2	i	i	i	/
18	NC(=O)c1ccc(OCCC(O)N2CC=C(c3ccc(F)cc3)CC2)cc1 (stereo unspecified)	i	i	i	/
28	COc1cc(OC)cc(-n2nc(C(=O)N3CCC4(CC3)OCCO4)c3ccccc3c2=O)c1	i	i	i	/
15	CC(C)C[C@H](NP(=O)(O)O[C@@H]1O[C@@H](C)[C@H](O)[C@@H](O)[C@H]1O)C(=O)N[C@@H](Cc1c[nH]c2ccccc12)C(=O)O	i	i	i	/

# Screening data (PubChem)
